SDO1 yeast rescue = restores growth of sdo1-depleted yeast; S. cerevisiae sdo1-depleted JHY4D growth rescue, OD600 30 h; hits give high values; pdr5 snq2 efflux-pump mutant strain; z-score at 10 µM; hit rate 0.21% among 140,000;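 active = z-score above 3 at both the 24 hr and the 30 hr optical density reads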;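 also: z-score against mean and SD of all compound wells on the same plate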
INS promoter inh = TRM-6 insulin promoter activity inhibition; TRM-6 cells (human fetal islet line), insulin promoter-eGFP reporter, imaging; reporter expression induced with tamoxifen; inhibition, % at 2 µM; hit rate 0.9% among 130,000;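 active = inhibition above the mean plus 3 SD, with well images judged a real hit on visual review, cut at about 60% in these data, passing the limit was not always enough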
SDO1 yeast rescue Rescue 24 h = second read-out of SDO1 yeast rescue, no call of its own (marks repeat the call); z-score; S. cerevisiae sdo1-depleted JHY4D growth rescue, OD600; measured here: growth rescue at 24 h;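 0 is the plate mean of compound wells and units are plate SD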
Numbers without * were called inactive.

A first look:
How did CC(C)(C)n1cc(C(=O)c2ccc3ccccc3c2O)cn1 do in these assays?
INS promoter inh: 45

Results for CCCCC1(CCCC)C(=O)NC(=Nc2cccc(C)c2)NC1=O ?
SDO1 yeast rescue: -0.69; INS promoter inh: -44; SDO1 yeast rescue Rescue 24 h: -0.59

The listing, from the first entry:
How did CC(C)(C)n1cc(C(=O)c2ccc3ccccc3c2O)cn1 do in these assays?
INS promoter inh: 45

Results for CCCCC1(CCCC)C(=O)NC(=Nc2cccc(C)c2)NC1=O ?
SDO1 yeast rescue: -0.69; INS promoter inh: -44; SDO1 yeast rescue Rescue 24 h: -0.59

Results for O=C1NCN(c2ccccc2)C12CCNCC2 ?
SDO1 yeast rescue: -0.25; INS promoter inh: -22; SDO1 yeast rescue Rescue 24 h: 0.25

Results for CCOP(=O)(OCC)C(c1ccccc1)N(C)C=O (stereo unspecified) ?
SDO1 yeast rescue: 1.3; INS promoter inh: 28; SDO1 yeast rescue Rescue 24 h: 1.1

What do the screens show for `CCN(CCNc1ccc([N+](=O)[O-])c2cccnc12)S(=O)(=O)c1ccccc1`?
SDO1 yeast rescue: 0.41; SDO1 yeast rescue Rescue 24 h: 2

What do the screens show for `c1ccc2c(CCNCc3ccc4c(c3)OCO4)c[nH]c2c1`?
SDO1 yeast rescue: 0.53; INS promoter inh: -71; SDO1 yeast rescue Rescue 24 h: 0.92

Results for COc1cccc(C2(O)CCSCC2CN(C)C)c1 (stereo unspecified) ?
SDO1 yeast rescue: 1.1; INS promoter inh: -10; SDO1 yeast rescue Rescue 24 h: 1.6

How did O=C(c1cccc(Cl)c1)C1CCCN(Cc2ccon2)C1 (stereo unspecified) do in these assays?
INS promoter inh: -45

Results for CCCCn1c(O)c(C(C)=NCCN2CCOCC2)c(=O)[nH]c1=O ?
SDO1 yeast rescue: 0.45; INS promoter inh: 7; SDO1 yeast rescue Rescue 24 h: -0.12

How did Fc1ccc(CNCCc2ccccc2)cc1 do in these assays?
INS promoter inh: -64

What do the screens show for `CCCCn1c(O)c(/C=C/C=Nc2ccccc2)c(=O)[nH]c1=O`?
SDO1 yeast rescue: 1.3; SDO1 yeast rescue Rescue 24 h: 1.4

Results for Cc1ccc(OCC(=O)NCCN2CCN(C(=O)COc3ccc(C)cc3)CC2)cc1 ?
SDO1 yeast rescue: 0.06; INS promoter inh: -3; SDO1 yeast rescue Rescue 24 h: -0.47

What do the screens show for `COc1cc(OC)c(OC)cc1CNC(C)C(O)c1ccccc1` (stereo unspecified)?
SDO1 yeast rescue: 0.71; INS promoter inh: 29; SDO1 yeast rescue Rescue 24 h: 0.38

What do the screens show for `CC(O)(CS(=O)(=O)c1cccc(C(F)(F)F)c1)C(=O)Nc1cccc(C(F)(F)F)c1` (stereo unspecified)?
SDO1 yeast rescue: 0.36; INS promoter inh: -22; SDO1 yeast rescue Rescue 24 h: 0.55

Results for COc1ccccc1N1CCN(Cc2ccc(Cl)cc2Cl)CC1 ?
SDO1 yeast rescue: 0.62; INS promoter inh: -35; SDO1 yeast rescue Rescue 24 h: 0.31

How did Cn1c(=O)n(C)c2cc([N+](=O)[O-])c(N3CCNCC3)cc21 do in these assays?
INS promoter inh: 0

Results for Fc1ccccc1N1CCN(Cc2ccc3c(c2)OCO3)CC1 ?
SDO1 yeast rescue: -0.03; INS promoter inh: -4; SDO1 yeast rescue Rescue 24 h: 0.14

What do the screens show for `CN1CCN(c2ccc([N+](=O)[O-])c(N)c2)CC1`?
SDO1 yeast rescue: 2; INS promoter inh: -42; SDO1 yeast rescue Rescue 24 h: 2.6

What do the screens show for `COCCNC(=O)c1ccc(N2CC3CC(C2)c2cccc(=O)n2C3)c([N+](=O)[O-])c1` (stereo unspecified)?
INS promoter inh: -63

Results for CC(C(=O)c1cn(C)c2ccccc12)c1ccccc1 (stereo unspecified) ?
SDO1 yeast rescue: -0.31; INS promoter inh: -28; SDO1 yeast rescue Rescue 24 h: -0.18

How did CN1C(=O)C(=Cc2ccc(N3CCCCC3)o2)C(=O)N(C)C1=S do in these assays?
SDO1 yeast rescue: -0.19; SDO1 yeast rescue Rescue 24 h: -0.69

Results for CCOc1ccc(Cc2c(O)[nH]c(=O)[nH]c2=O)cc1 ?
SDO1 yeast rescue: 0.19; INS promoter inh: 6; SDO1 yeast rescue Rescue 24 h: -0.45

How did CC12CCCCC1N(O)CN2O (stereo unspecified) do in these assays?
SDO1 yeast rescue: 1.2; INS promoter inh: -3; SDO1 yeast rescue Rescue 24 h: 1.7

How did COc1ccc(-c2cc(=NCCC(=O)O)c3cc(C)ccc3o2)cc1 do in these assays?
INS promoter inh: -11

What do the screens show for `O=C(COC(=O)Cc1ccccc1)Nc1cc(S(=O)(=O)N2CCOCC2)ccc1N1CCCC1`?
SDO1 yeast rescue: -0.15; INS promoter inh: -45; SDO1 yeast rescue Rescue 24 h: -0.36

How did O=c1[nH]c(O)c(N=Nc2cc(C(F)(F)F)ccc2Cl)c(=O)[nH]1 do in these assays?
INS promoter inh: 8

What do the screens show for `CCOc1ccccc1-n1c(O)c(C=Nc2c(C)n(C)n(-c3ccccc3)c2=O)c(=O)[nH]c1=O`?
SDO1 yeast rescue: -1.1; SDO1 yeast rescue Rescue 24 h: -1.4

Results for COc1ccc(CCNC(=O)COC(=O)Cc2ccccc2)cc1 ?
SDO1 yeast rescue: 1.8; SDO1 yeast rescue Rescue 24 h: 2.1

Results for Cc1nc2ccc(Cl)cn2c1P(=S)(N1CCOCC1)N1CCOCC1 ?
SDO1 yeast rescue: -0.27; SDO1 yeast rescue Rescue 24 h: -0.25

What do the screens show for `CCn1cc(/C=c2/sc3n(c2=O)C2c4ccccc4OC(C)(N=3)C2C(=O)OC)c(C)n1` (stereo unspecified)?
INS promoter inh: -25

Results for Cc1cc(C)c(-n2c(O)c(/C=N/N3CCCCC3c3cccnc3)c(=O)[nH]c2=O)c(C)c1 (stereo unspecified) ?
SDO1 yeast rescue: 0.64; SDO1 yeast rescue Rescue 24 h: 0.57

What do the screens show for `CCc1nnc(NC(=O)CCc2nc(C3=CCN(C)CC3)no2)s1`?
INS promoter inh: 16

Results for CC(C)CCNC(=O)c1c(N)n(Cc2ccc3c(c2)OCO3)c2nc3ccccc3nc12 ?
SDO1 yeast rescue: -0.57; INS promoter inh: -41; SDO1 yeast rescue Rescue 24 h: 1.1

How did CN1C(=O)N(C)C(=O)C2(Cc3cc([N+](=O)[O-])ccc3N(C)C2)C1=O do in these assays?
INS promoter inh: -33

Results for CCOC(=O)N1CCN(C(C)C(=O)c2c[nH]c3ccccc23)CC1 (stereo unspecified) ?
SDO1 yeast rescue: -0.29; INS promoter inh: 8; SDO1 yeast rescue Rescue 24 h: -0.73

What do the screens show for `CCCCC(=O)N/N=C/c1c(O)n(CC)c(=S)n(CC)c1=O`?
SDO1 yeast rescue: 0.77; INS promoter inh: -135; SDO1 yeast rescue Rescue 24 h: -0.09

Results for COc1ccccc1CCNC1CCC(C(C)(C)C)CC1 (stereo unspecified) ?
SDO1 yeast rescue: -1.1; SDO1 yeast rescue Rescue 24 h: -1.4

Results for O=Cc1cn(Cc2ccc(F)cc2Cl)c2ccccc12 ?
SDO1 yeast rescue: -2.2; INS promoter inh: -3; SDO1 yeast rescue Rescue 24 h: -1.9

How did c1ccc2c(CNC3CCCCCC3)c[nH]c2c1 do in these assays?
SDO1 yeast rescue: 1.6; INS promoter inh: 4; SDO1 yeast rescue Rescue 24 h: 1.9

What do the screens show for `Cc1cc(C=O)c(C)n1C(C)C`?
INS promoter inh: -6

Results for CCCn1ncc(CN2CCCC(C(=O)c3cccc(OC)c3)C2)c1C (stereo unspecified) ?
INS promoter inh: -30

How did COc1cccc(CN2CCN(C(=O)COc3ccc4ccccc4c3)CC2)c1 do in these assays?
SDO1 yeast rescue: -1.2; SDO1 yeast rescue Rescue 24 h: -0.43

What do the screens show for `COc1ccc(CN2CCN(c3ccccc3F)CC2)c(OC)c1`?
SDO1 yeast rescue: 0.42; SDO1 yeast rescue Rescue 24 h: -0.43

What do the screens show for `Oc1c(Br)cc(Br)cc1Oc1ccc(Br)cc1Br`?
SDO1 yeast rescue: -1.5; INS promoter inh: -35; SDO1 yeast rescue Rescue 24 h: -1.2

Results for Nc1ccc(C2(c3ccc(N)cc3)c3ccccc3-c3ccccc32)cc1 ?
SDO1 yeast rescue: -1.6; INS promoter inh: -17; SDO1 yeast rescue Rescue 24 h: 0.03

Results for CNP1(NC)=NC(C(F)(F)F)=NC(C(F)(F)F)=N1 ?
SDO1 yeast rescue: 0.38; INS promoter inh: -17; SDO1 yeast rescue Rescue 24 h: -0.6

What do the screens show for `C/C(=C/C=C/[C@@H](C)C(=O)O)[C@H]1CN[C@H](C(=O)O)[C@H]1CC(=O)O`?
SDO1 yeast rescue: 0.55; INS promoter inh: 55; SDO1 yeast rescue Rescue 24 h: 0.5

What do the screens show for `Cn1c2ccccc2c2c(C(=O)N3CCC4(CC3)OCCO4)cn(C3CCCC3)c(=O)c21`?
SDO1 yeast rescue: -0.32; INS promoter inh: 0; SDO1 yeast rescue Rescue 24 h: -0.58

What do the screens show for `COc1ccc(NC2=NCC(C)S2)cc1` (stereo unspecified)?
INS promoter inh: 21

Results for CCCCCSc1cc(O)c(C(CNC)C(C)C)cc1OC (stereo unspecified) ?
SDO1 yeast rescue: -0.36; INS promoter inh: 19; SDO1 yeast rescue Rescue 24 h: -0.63

How did Nc1c(C(=O)OCc2ccccc2)c2nc3ccccc3nc2n1Cc1cccs1 do in these assays?
SDO1 yeast rescue: -1.2; INS promoter inh: 6; SDO1 yeast rescue Rescue 24 h: -0.79

Results for CCOP(=S)(OCC)SCOC(=O)NCC(=O)OC ?
SDO1 yeast rescue: -0.03; INS promoter inh: 59; SDO1 yeast rescue Rescue 24 h: -0.36

How did COc1ccccc1N1CCN(Cc2ccc(Br)s2)CC1 do in these assays?
SDO1 yeast rescue: 2.6; INS promoter inh: 38; SDO1 yeast rescue Rescue 24 h: 3.1

How did CC(=O)N1CCN(c2ccc([N+](=O)[O-])cc2C=C2C(=O)NC(=O)NC2=O)CC1 do in these assays?
SDO1 yeast rescue: 0.35; SDO1 yeast rescue Rescue 24 h: 0.61

How did CCc1ccc(-n2c(O)c(/C=N/N3CCCCC3c3cccnc3)c(=O)[nH]c2=O)cc1 (stereo unspecified) do in these assays?
SDO1 yeast rescue: 0.35; INS promoter inh: 37; SDO1 yeast rescue Rescue 24 h: -0.17

What do the screens show for `COc1cc2c(cc1/C=C/[N+](=O)[O-])OCO2`?
INS promoter inh: 8

What do the screens show for `Cc1cc(OCC(=O)NC2CCS(=O)(=O)C2)c2c3c(c(=O)oc2c1)CCC3` (stereo unspecified)?
SDO1 yeast rescue: 2.3; INS promoter inh: -6; SDO1 yeast rescue Rescue 24 h: 2.1

What do the screens show for `CCN1CCN(C(=O)COc2ccc(S(=O)(=O)N(C)Cc3ccccc3)cc2)CC1`?
SDO1 yeast rescue: -0.03; INS promoter inh: -11; SDO1 yeast rescue Rescue 24 h: 0.69

Results for COc1ccc(OCC(=O)N2CCN(C(C)C)CC2)cc1 ?
SDO1 yeast rescue: 0.44; INS promoter inh: 17; SDO1 yeast rescue Rescue 24 h: 0.56

What do the screens show for `O=C(CN1CCCCC1)c1ccc(OC(F)F)cc1`?
SDO1 yeast rescue: 1.6; SDO1 yeast rescue Rescue 24 h: 1.8

Fetched by compound from the entries so far:
What do the screens show for `CCN1CCN(C(=O)COc2ccc(S(=O)(=O)N(C)Cc3ccccc3)cc2)CC1`?
SDO1 yeast rescue: -0.03; INS promoter inh: -11; SDO1 yeast rescue Rescue 24 h: 0.69

What do the screens show for `COc1ccc(NC2=NCC(C)S2)cc1` (stereo unspecified)?
INS promoter inh: 21

What do the screens show for `Cc1cc(OCC(=O)NC2CCS(=O)(=O)C2)c2c3c(c(=O)oc2c1)CCC3` (stereo unspecified)?
SDO1 yeast rescue: 2.3; INS promoter inh: -6; SDO1 yeast rescue Rescue 24 h: 2.1

What do the screens show for `Cn1c2ccccc2c2c(C(=O)N3CCC4(CC3)OCCO4)cn(C3CCCC3)c(=O)c21`?
SDO1 yeast rescue: -0.32; INS promoter inh: 0; SDO1 yeast rescue Rescue 24 h: -0.58

How did COc1cccc(CN2CCN(C(=O)COc3ccc4ccccc4c3)CC2)c1 do in these assays?
SDO1 yeast rescue: -1.2; SDO1 yeast rescue Rescue 24 h: -0.43

Later entries
Results for O=C1NC(=O)N(Cc2ccco2)C(=O)/C1=C\c1cccn1CCOc1ccc(Cl)cc1 ?
SDO1 yeast rescue: -1.3; SDO1 yeast rescue Rescue 24 h: -1.2

Results for Cc1ccc(-c2nc3ccccc3c(=O)n2-n2cccc2)cc1 ?
SDO1 yeast rescue: -0.93; INS promoter inh: 4; SDO1 yeast rescue Rescue 24 h: -0.91

What do the screens show for `OC12CCCCC1C(c1ccccc1)NCC2` (stereo unspecified)?
SDO1 yeast rescue: 0.89; INS promoter inh: 36; SDO1 yeast rescue Rescue 24 h: 0.84

Results for O=c1[nH]c(=O)n(Cc2ccco2)c(O)c1C=NCc1ccc2c(c1)OCO2 ?
SDO1 yeast rescue: -0.09; INS promoter inh: 7; SDO1 yeast rescue Rescue 24 h: 0.01

How did CCOC(=O)C(O)(c1ccc(NC(=O)NC2CCCCC2)cc1)C(F)(F)F (stereo unspecified) do in these assays?
SDO1 yeast rescue: 0.12; INS promoter inh: 46; SDO1 yeast rescue Rescue 24 h: 0.18

Results for COc1ccc(CCN(C)Cc2ccncc2)cc1OC ?
SDO1 yeast rescue: 0.25; INS promoter inh: -7; SDO1 yeast rescue Rescue 24 h: -0.02

How did COCc1c(CN)cnc(C)c1N do in these assays?
SDO1 yeast rescue: 1.2; INS promoter inh: -15; SDO1 yeast rescue Rescue 24 h: 0.68

What do the screens show for `CC(C)Oc1cccc(NC(=O)c2cccn(Cc3ccc4c(c3)OC(F)(F)O4)c2=O)c1`?
SDO1 yeast rescue: -1.6; SDO1 yeast rescue Rescue 24 h: -1.1

How did OCCOCC#CCN1CCOCC1 do in these assays?
SDO1 yeast rescue: 0.86; INS promoter inh: 18; SDO1 yeast rescue Rescue 24 h: 0.78

Screening data as filed in PubChem.

Not all compounds are listed (hit frequency here may not be typical).
